# High-throughput results: PubChem, several laboratories
# DNA FID counter: fluorescent intercalator displacement, NS3 helicase counter-screen; 290,000 compounds, 0.17% hits; DNA fluorescent intercalator displacement, fluorescence; inhibition, % at 7.9 µM; in the data active means inhibition above about 37%;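 further: 0% = vehicle and 100% = reference compound; higher means more ethidium bromide displaced from hairpin DNA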
# SUMO HTRF inh: blocks human SUMOylation mediated by UBC9. inhibition, % at 35 µM. P63279. HTRF SUMOylation assay, SAE1/SAE2 + UBC9, in vitro. 290,000 compounds, 0.36% hits. AID 2006; in the data active means inhibition above about 50%, passing the limit was not always enough; further: strong numbers were not always called active
# Target sequence (P63279 whole entry, looked up): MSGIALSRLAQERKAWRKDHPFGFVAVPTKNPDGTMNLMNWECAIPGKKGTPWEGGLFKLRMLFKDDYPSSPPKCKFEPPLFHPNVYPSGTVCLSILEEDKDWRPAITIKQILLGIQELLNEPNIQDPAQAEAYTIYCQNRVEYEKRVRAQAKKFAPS
# MEKK3 PB1 HTS: MEKK3-MEK5 PB1 interaction, increase or decrease; binding response (% of control), % at 10 µM; 290,000 compounds, 1.4% hits; bead-based flow cytometry, Alexa488-MEK5 binding to MEKK3; actives lie on both sides; 0 = blocked by unlabeled MEK5, 100 = vehicle; AID 1529;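 active means binding response more than 3 SD above or below the average of its plate-row segment, actives on both sides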;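 further: Alexa488 bead fluorescence after subtracting the streptavidin-only scavenger bead signal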
# Target sequence (Q99759 whole entry, looked up): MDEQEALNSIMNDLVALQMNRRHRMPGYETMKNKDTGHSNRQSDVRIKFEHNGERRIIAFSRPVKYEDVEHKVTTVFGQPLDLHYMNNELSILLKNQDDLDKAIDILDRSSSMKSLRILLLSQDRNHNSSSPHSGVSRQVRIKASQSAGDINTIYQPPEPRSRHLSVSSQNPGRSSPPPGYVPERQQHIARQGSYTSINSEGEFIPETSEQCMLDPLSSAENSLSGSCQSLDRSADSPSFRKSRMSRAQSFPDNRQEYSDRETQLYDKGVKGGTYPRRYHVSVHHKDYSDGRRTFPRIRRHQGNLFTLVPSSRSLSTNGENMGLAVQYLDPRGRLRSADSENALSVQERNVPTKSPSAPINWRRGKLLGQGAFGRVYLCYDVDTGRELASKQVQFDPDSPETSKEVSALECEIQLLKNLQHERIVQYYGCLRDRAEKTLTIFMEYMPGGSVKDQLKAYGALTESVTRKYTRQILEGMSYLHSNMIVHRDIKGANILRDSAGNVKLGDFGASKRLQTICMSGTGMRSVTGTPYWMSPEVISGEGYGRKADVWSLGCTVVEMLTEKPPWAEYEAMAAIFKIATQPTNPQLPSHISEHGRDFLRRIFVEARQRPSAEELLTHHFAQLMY
# IDE cell activ: IDE (human) activation, cell-based | P14735 | HEK cells, FAbeta-B cleavage, fluorescence polarization; 0% vehicle, 100% cell-free pure enzyme wells | activation, % at 5.96 µM | 340,000 compounds, 0.073% hits | AID 493087;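 active means activation above the mean of all tested compounds plus 3 SD, set per screening campaign, cut at about 17% in these data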
# IMP-1 inhibitor: inhibitors of Pseudomonas aeruginosa IMP-1 metallo-beta-lactamase; purified IMP-1, nitrocefin hydrolysis, epi-absorbance fluorescence; inhibition, % at 5.6 µM; 290,000 compounds, 0.45% hits; AID 1556;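 active means inhibition above the mean plus 3 SD of all compounds in the same screening run, cut at about 4.5% in these data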;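 further: 0% = IMP-1 with DMSO and 100% = DMSO wells lacking enzyme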
#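 System: purified recombinant IMP-1 beta-lactamase. Medium: Zinc- and detergent-supplemented HEPES buffer, pH 7.1. Compound: one 5.6 µM dose […]. Schedule: 15 min preincubation plus 25 min reaction at 25 °C. Technique: Epi-absorbance fluorescence, 480 nm excitation, 530 nm emission.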
# p-CIP stab down: compounds decreasing mouse p/CIP protein stability | Q05BA5 | F442A p/CIP-EGFP cells, EGFP fluorescence, 16 h | decrease of EGFP signal, % at 10 µM | 290,000 compounds, 0.01% hits | AID 1984;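 active means EGFP signal decrease of at least 30% at 10 µM or well 3 SD below plate mean, unless failing retest; inactive means the rest, including hits failing retest or dose response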; further: some compounds called inactive have numbers as strong as hits; many of its hits are not listed in these tables
# PHOSPHO1 inh: PHOSPHO1 (human) inhibition | Q8TCT1 | recombinant PHOSPHO1, absorbance phosphatase assay | inhibition, % at 13.3 µM | 290,000 compounds, 1.1% hits | AID 1565; in the data active means inhibition above about 60%
# Target sequence (Q8TCT1 whole entry, looked up): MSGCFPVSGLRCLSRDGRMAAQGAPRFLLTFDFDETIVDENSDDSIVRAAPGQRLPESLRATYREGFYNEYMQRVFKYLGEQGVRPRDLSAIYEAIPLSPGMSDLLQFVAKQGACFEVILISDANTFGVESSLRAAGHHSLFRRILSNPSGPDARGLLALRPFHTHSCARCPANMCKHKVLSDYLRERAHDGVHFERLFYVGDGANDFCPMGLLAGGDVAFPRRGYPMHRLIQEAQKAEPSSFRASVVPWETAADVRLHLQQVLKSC
# VIM-2 inh: blocks Pseudomonas aeruginosa VIM-2 metallo-beta-lactamase. inhibition, % at 5.6 µM. 290,000 compounds, 0.89% hits. AID 1527. purified VIM-2, nitrocefin hydrolysis, epi-absorbance fluorescence;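 active means inhibition above the mean of all tested compounds plus 3 SD, cutoff set per screening run, cut at about 7.5% in these data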;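 further: red hydrolysis product quenches plate fluorescence so inhibitors raise well fluorescence; 0% = enzyme with DMSO and 100% = DMSO without enzyme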
# NS3 helicase inh: HCV NS3 helicase inhibition. 290,000 compounds, 0.56% hits. NS3 helicase DNA unwinding, Cy5 molecular beacon fluorescence. inhibition, % at 10.9 µM;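 active means inhibition above the mean of all tested compounds plus 3 SD, set per campaign, cut at about 35% in these data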;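 further: 0% = DMSO wells and 100% = thioflavine S control wells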
#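 Test system: hepatitis C virus NS3 helicase domain fragment enzyme. Also added: annealed dual-labelled DNA beacon duplex, ATP-started. Timing: 60 min unwinding reaction at 25 °C after ATP addition. Technique: Cy5 fluorescence. Measure: % inhibition of unwinding.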
# An asterisk follows results filed as active; . = no result given.
SMILES,DNA FID counter,SUMO HTRF inh,MEKK3 PB1 HTS,IDE cell activ,IMP-1 inhibitor,p-CIP stab down,PHOSPHO1 inh,VIM-2 inh,NS3 helicase inh
CCC(=O)Nc1ccc(/C(C)=N/NC(=O)c2c(-c3ccccc3Cl)noc2C)cc1,-9,2,101,0,-4.9,-11,-19,-3.9,10
CC(C)C(=O)Nc1cccc(C(=O)Nc2cc([N+](=O)[O-])ccc2Cl)c1,2,-3,105,6,-1.9,-15,38,-2.1,-8
C=CCN1C=C2C(=O)C(C)(OC(=O)CCC(=O)OC)C(=O)C=C2C=C1C1CC1 (stereo unspecified),.,-6,85,1,.,6,4,.,.
c1cncc(-c2cccnc2)c1,-3,25,100,3,-2.2,-13,24,-0.4,6
CCOc1ccc2c(c1)C(=O)C(=O)N2CC1COc2ccccc2O1 (stereo unspecified),-11,-14,99,1,-1.9,8,-8,-0.3,10
O=c1[nH]c(Nc2ccccc2)cc2ccccc12,0,84*,100,-17,-2.7,-5,27,-2.6,2
COc1ccc(N(CC(=O)Nc2cccc(C(C)=O)c2)S(C)(=O)=O)cc1OC,-2,-8,105,-4,-0.5,2,-8,-0.5,3
COc1ccc(NC(=O)Cn2cc(S(=O)(=O)Cc3ccccc3)c3ccccc32)c(OC)c1,-20,-11,96,7,-1.9,9,-5,-3.3,-1
Cc1ccc(CNC(=O)C2CCC(=O)N(CCc3ccc(Cl)cc3)C2)cc1 (stereo unspecified),-40,-8,92,5,-1.3,2,43,1.1,-12
CCc1cccc(OCC(=O)Nc2ccc(C(=O)O)cc2NC(=O)COc2cccc(CC)c2)c1,-22,18,106,3,-1.1,11,43,-1.6,-61
CCCc1nnc(SCC(=O)NC2CC2)n1C,-4,12,102,5,-3.5,-2,18,-1.3,3
C#CCNC(=O)C1=C[C@@H](c2cn(C(C)=O)c3ccccc23)C[C@@H](OCCCCO)O1,-27,18,108,2,-2.6,-5,36,-1.6,3
COc1ccc(CN2CCC(C(=O)NCCc3ccc(OC)c(OC)c3)CC2)c(OC)c1,-1,25,106,0,-3.5,-11,11,-2.5,-2
COc1ccccc1-c1cc(C(=O)NC2CCCC2)no1,-22,14,104,5,-1.9,-14,37,-3.7,1
CC(C)(C)c1ccc(NC(=O)Nc2ccc(OCC(=O)N3CCOCC3)cc2)cc1,-28,-28,104,3,-1.0,15,-1,-1.7,6
O=S(=O)(Cc1ccc(Cl)cc1)Nc1ccc(Cl)cn1,3,10,100,-1,-1.9,9,6,0.2,3
c1ccc(-c2csc(-c3cccnc3)n2)cc1,-4,16,103,-8,-1.5,-19,20,-4.5,-4
CCOc1cc(N2CCOCC2)c(OCC)cc1NC(=O)CN1C(=O)NC(Cc2ccccc2)C1=O (stereo unspecified),-12,12,97,0,-3.8,-2,33,-3.7,-15
CC(C)C1C(=O)CC(c2ccccc2)NC1c1ccccc1 (stereo unspecified),-15,-15,102,4,3.8,4,5,0.6,26
COc1cc(NS(=O)(=O)c2ccc(NC(=O)COc3ccc(C)cc3C)cc2)nc(OC)n1,-47,11,94,6,-1.8,3,21,-3.0,12
CCO[C@H]1OC(C(=O)N2CCN(C)CC2)=C[C@@H](c2ccc(C(F)(F)F)cc2)[C@@H]1CCCO,3,10,105,-1,-1.3,1,32,-0.4,-1
CCCCNC(=O)COC(=O)c1ccc(N(C)C)cc1,-7,22,95,0,-2.3,4,20,0.3,4
CC(C)N=C(NS(=O)(=O)c1ccc(Br)cc1)c1ccc(Cl)cc1,-8,12,93,3,0.3,-19,48,0.1,-25
CC1CCC(NC(=O)c2ccc(/C=C3\Oc4ccccc4N(C)C3=O)cc2)CC1 (stereo unspecified),-2,26,139*,.,-1.2,-5,-3,-2.6,-2
O=C(CSc1ccc2nnc(-c3cccnc3)n2n1)Nc1cccc(F)c1,-5,6,96,1,-0.8,-6,27,-1.8,12
COc1ccccc1CC(=O)Nc1cc(Cl)ccc1O,2,20,102,-5,-2.5,-15,23,-2.7,-9
N#Cc1cc2c(nc1SCC(=O)Nc1nccs1)CCCCC2,-2,12,94,0,-0.3,-2,31,-5.3,4
COc1ccc2cc(C(=O)COC(=O)COc3ccc4c(C)cc(=O)oc4c3)ccc2c1,2,-8,92,6,-2.2,1,-5,-1.4,-6
O=C(CSc1nnc(CNc2cccc(Cl)c2)o1)OC1CCCCC1,-26,-7,103,5,-3.0,-5,46,-1.5,-9
CCOC(=O)c1c(-c2ccc(OC)cc2)csc1/N=C/C1C(=O)CCCC1=O,-11,-2,100,-1,0.2,-14,13,-0.4,21
COc1ccc(CCNC(=O)CSc2nc3[nH]ncc3c(=O)n2-c2ccccc2Br)cc1OC,-22,9,99,0,-0.9,-3,4,1.2,8
CN(C)S(=O)(=O)c1ccc(C(=O)Nc2nnc(SCC(=O)NCC3CCCO3)s2)cc1 (stereo unspecified),-26,9,102,2,-2.8,-8,15,0.2,-2
CCN(CC(=O)Nc1ccccc1OC)C(=O)Cn1cnc2ccccc2c1=O,-5,11,107,-2,4.4,-3,16,-2.1,-1
NC(=O)C1(N2CCCCC2)CCN(c2nc(-c3ccc(Br)cc3)cs2)CC1,-7,0,110,4,-3.7,-2,38,-2.8,5
Cc1ccc(CS(=O)Cc2ccc(C(=O)N3CCN(c4ccc(F)cc4)CC3)o2)cc1 (stereo unspecified),-50,16,109,0,-1.3,-2,18,-0.2,6
CCOC(=O)C1CCN(c2c(N3CCN(c4ccccc4OC)CC3)c(=O)c2=O)CC1,-4,12,99,-2,-2.4,1,-12,-3.0,-2
O=C(O)CCCCCNc1ncnc2ccc(Br)cc12,3,6,95,2,-1.4,-17,37,-2.3,-11
O=C1Nc2ccc([N+](=O)[O-])cc2C1(O)N1CCCCC1 (stereo unspecified),2,2,108,4,-4.0,-8,7,-1.6,1
CN1/C(=C\C(=O)CSc2nnc(N)s2)C(C)(C)c2ccccc21,-12,2,100,-1,-1.7,-39,17,-1.8,7
CCOc1c(C)cnc2c1c(=O)n(Cc1cccc(Cl)c1)c(=O)n2C,-30,15,101,3,-3.7,-16,28,-3.0,12
CC(C)n1c(=O)n(CC(=O)NCC2CCCO2)c(=O)c2c3c(sc21)COC(C)(C)C3 (stereo unspecified),-31,5,98,4,-0.7,-5,26,-2.3,1
Cc1ccc(N(C)C(=O)CN(C)S(=O)(=O)c2ccc3c(c2)n(C)c(=O)c(=O)n3C)cc1,-22,2,100,1,1.2,2,26,1.1,6
CCOC(=O)C(C)Sc1nnc(-c2ccccc2O)n1-c1ccc(C)cc1 (stereo unspecified),-28,-31,102,-1,-0.7,2,35,-4.0,-5
O=C(CCN1C(=O)S/C(=C\c2ccccc2)C1=O)N1CCOCC1,-16,.,110,4,1.7,.,.,3.4,-3
O=C(NC(Cc1c[nH]c2ccccc12)C(=O)O)/C(=C\c1ccccc1)NC(=O)c1ccccc1 (stereo unspecified),-32,-6,94,-2,-1.5,-19,42,-2.9,16
C/C(=N\Nc1ccc(S(N)(=O)=O)cc1[N+](=O)[O-])c1cccnc1,2,-1,107,1,-5.0,-10,23,-2.6,6
C[C@H](NC(=O)c1nc[nH]c1C(=O)N[C@@H](Cc1ccccc1)C(=O)OC(C)(C)C)C(=O)OCc1ccccc1,-39,-14,97,5,-1.7,-4,-2,-3.3,-44
COc1ccccc1-n1c(SCC(=O)Nc2cc(C)on2)nc2c([nH]c3ccccc32)c1=O,-31,-7,102,-2,-1.7,-7,22,-1.6,4
CC(NC(=O)C(C)N1c2cccc3cccc(c23)S1(=O)=O)c1ccccc1 (stereo unspecified),-32,9,103,3,2.7,0,40,0.1,20
COc1ccc(-c2ccc(-c3noc(-c4ccccc4)n3)c(OC)n2)cc1,-7,8,98,-3,-2.0,0,4,-2.7,4
Cc1ccccc1Cn1c(=N)n(CC(=O)c2ccco2)c2ccccc21,7,9,87,2,-4.2,-17,0,-1.4,-17
CC[C@@H](C)[C@H](CNC)NC[C@@H](Cc1cccc2ccccc12)NCCc1cccc(C(F)(F)F)c1,33,-30,114,29*,-0.3,1,31,-2.3,-94
O=C(/C=C/Nc1ccc(F)c(F)c1)c1ccc(Br)cc1,-6,-3,104,8,-1.6,-7,-4,-1.7,19
COCc1cc(=O)[nH]c(Cc2c(Cl)cccc2Cl)n1,-8,7,105,-3,-2.6,-2,29,-1.8,5
C/C(=N\NC(=O)c1ccc(NS(=O)(=O)c2cccs2)cc1)c1ccc(C(C)(C)C)cc1,-3,9,99,1,-3.6,2,11,-2.7,4
CC1CN(CCn2cnc3c(N)ncnc32)CC(C)O1 (stereo unspecified),2,11,96,2,-3.3,-3,-5,-3.0,5
COc1cccc(/C=C/C(=O)OCC(=O)Nc2cccc(S(=O)(=O)N3CCCCC3)c2)c1OC,-9,1,92,6,-2.9,-8,-12,-2.9,-12
Cn1c(=O)n(Cc2ccco2)c(=N)c2c3c(sc21)CCC3,-5,17,97,-1,-2.3,-3,-13,-1.2,2
CCc1ccc(OCC(=O)Nc2ccc(CN3CCCCC3)cc2)cc1,16,26,99,4,-1.1,4,-18,-3.3,7
COc1ccc(NC(=O)CN2C(=O)CSc3ccc(S(=O)(=O)N4CCC(C)CC4)cc32)cc1,-36,.,99,2,-5.1,-4,47,-5.4,-3

# Arranged by value in NS3 helicase inh (highest first): some entries from above
structure | SUMO HTRF inh | MEKK3 PB1 HTS | IDE cell activ | IMP-1 inhibitor | p-CIP stab down | PHOSPHO1 inh | VIM-2 inh | NS3 helicase inh
CC(NC(=O)C(C)N1c2cccc3cccc(c23)S1(=O)=O)c1ccccc1 (stereo unspecified) | 9 | 103 | 3 | 2.7 | 0 | 40 | 0.1 | 20
C/C(=N\NC(=O)c1ccc(NS(=O)(=O)c2cccs2)cc1)c1ccc(C(C)(C)C)cc1 | 9 | 99 | 1 | -3.6 | 2 | 11 | -2.7 | 4
CC[C@@H](C)[C@H](CNC)NC[C@@H](Cc1cccc2ccccc12)NCCc1cccc(C(F)(F)F)c1 | -30 | 114 | 29* | -0.3 | 1 | 31 | -2.3 | -94

# Following part
SMILES,DNA FID counter,SUMO HTRF inh,MEKK3 PB1 HTS,IDE cell activ,IMP-1 inhibitor,p-CIP stab down,PHOSPHO1 inh,VIM-2 inh,NS3 helicase inh
Cc1ccc(C2(C)NC(=O)N(CC(=O)Nc3ccc(-c4nc5ccc(C)cc5s4)cc3)C2=O)cc1 (stereo unspecified),-7,9,91,-3,-0.6,-10,25,-1.1,18
CS(=O)(=O)N1CCC(C(=O)Nc2ccccc2Sc2ccccc2)CC1,-19,2,106,4,-0.3,-2,4,-0.5,-3
Cc1cc(NC(=O)c2ccc(NC(=O)CC(C)C)cc2)no1,-7,-20,98,-1,-4.2,3,5,-3.3,-1
COc1ccc(-c2c(-c3ccc4c(c3)OCO4)noc2C)cn1,-19,6,98,-1,-3.8,-3,-7,-1.8,25
COc1ccc(OCC(=O)Nc2ccccc2Cl)cc1,-9,-11,100,-1,-2.8,7,-5,-1.0,-4
O=C(Nc1cccnc1)c1cccc(S(=O)(=O)N2CCCC2)c1,-5,8,98,2,-2.5,1,3,-5.9,0

# Some of the compounds tested; the hit share may differ from the screen's.
